Source: PubChem (Johns Hopkins Ion Channel Center)
CHT block: inhibitors of human choline transporter CHT; Q9GZV3; B-score at 10 µM; CHT-expressing cells, membrane potential dye, choline response; active compounds read low; AID 488975; hit rate 0.86% among 310,000;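 active = B-score over 3 SD under the library average, and starting fluorescence ratio not unusually high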;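 also: choline stimulus applied at its EC90 after an EC20 pre-addition; B-score computed on integrated fluorescence ratio after choline addition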
Kir21 inh: inhibitors of mouse Kir2.1 inward-rectifier potassium channel | P35561 | HEK293-Kir2.1, FluxOR thallium flux fluorescence; active compounds read low | B-score at 10 µM | hit rate 0.85% among 310,000 | AID 1672;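 active = fluorescence ratio B-score at or below minus 3 SD of library scores, with starting-brightness B-score within 2 SD, cut at about -4.2 in these data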;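 also: channel flux triggered by added potassium and thallium sulfate stimulus; B-score of peak minus minimum fluorescence over baseline after thallium stimulus; more negative B-score means stronger Kir2.1 block with less thallium influx; some compounds called inactive have numbers as strong as hits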
KCNQ2 block: KCNQ2 potassium channel inhibitors, primary screen, cell-based, CHO-K1, FluxOR thallium flux, B-score (AID 2156); B-score at 10 µM; O88943; hit rate 1.1% among 310,000; 20 min; active compounds read low;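 active = fluorescence ratio B-score at most minus 3 library SDs, with starting brightness B-score within 2 library SDs, cut at about -5.5 in these data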
Target sequence (O88943 whole entry, looked up): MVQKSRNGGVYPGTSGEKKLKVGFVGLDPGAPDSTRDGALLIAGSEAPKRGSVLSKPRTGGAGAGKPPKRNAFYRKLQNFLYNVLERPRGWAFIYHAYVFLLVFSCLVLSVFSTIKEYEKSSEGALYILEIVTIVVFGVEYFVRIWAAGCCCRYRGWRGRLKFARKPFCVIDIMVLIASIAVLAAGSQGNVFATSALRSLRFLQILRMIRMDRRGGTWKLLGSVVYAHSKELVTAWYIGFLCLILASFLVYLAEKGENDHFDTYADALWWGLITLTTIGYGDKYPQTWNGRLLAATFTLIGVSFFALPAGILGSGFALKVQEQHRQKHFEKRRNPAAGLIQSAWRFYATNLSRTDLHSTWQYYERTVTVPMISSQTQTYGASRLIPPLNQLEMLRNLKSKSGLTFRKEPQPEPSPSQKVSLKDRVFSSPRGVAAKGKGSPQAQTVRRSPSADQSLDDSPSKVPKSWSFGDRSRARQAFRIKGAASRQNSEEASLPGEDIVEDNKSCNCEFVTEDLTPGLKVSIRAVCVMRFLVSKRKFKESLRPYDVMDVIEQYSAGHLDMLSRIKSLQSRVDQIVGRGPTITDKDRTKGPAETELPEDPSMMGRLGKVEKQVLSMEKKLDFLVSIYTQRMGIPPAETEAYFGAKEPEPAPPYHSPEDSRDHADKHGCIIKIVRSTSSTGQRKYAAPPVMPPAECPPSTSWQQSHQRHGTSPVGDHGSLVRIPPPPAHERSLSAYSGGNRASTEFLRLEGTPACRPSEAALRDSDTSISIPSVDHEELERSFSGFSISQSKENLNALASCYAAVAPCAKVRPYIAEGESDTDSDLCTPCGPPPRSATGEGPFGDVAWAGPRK
* hit, by the source's call; i = inactive.

SMILES	CHT block	Kir21 inh	KCNQ2 block
C#CCCOC(=O)N1C2=NC(C(=O)OC)=C(C(=O)OC)[C@@H]3N(C)c4ccccc4[C@]23C[C@H]1CO	i	2.14	i
COc1ccc(OCCC(=O)OCC(=O)Nc2ccc(Br)cc2)cc1	i	-0.41	i
O=C(Nc1cccc(-c2nnc(-c3ccccc3)o2)c1)c1ccco1	i	1.07	i
COc1ccc(CNC(=O)[C@@H](NC(=O)C2CCN(C(=O)[C@@H](N)CC(C)C)CC2)C(C)C)cc1	i	-0.11	i
Cc1cc(Cl)ccc1NC(=O)CN1C(=O)CSc2ccc(S(=O)(=O)N3CCOCC3)cc21	i	-1.18	i
CCOC(=O)NC(=S)Nc1ccc(OC)cc1	i	-2.23	i
CCC1=[N+](C)CCn2c(C)ccc21	i	-0.02	i
CC(C)CC(=O)N=Nc1c(O)[nH]c2ccccc12	i	-0.26	i
COc1cc(NC(=O)c2cc(C(C)C)on2)c(OC)cc1Cl	i	0.58	i
Cc1cc(C)c(S(=O)(=O)N2CCCCC2CCNC(=O)C(=O)NCc2cccnc2)c(C)c1 (configuration not stated)	i	-0.21	i
O=C(NNc1ccc([N+](=O)[O-])cc1)C1C2CCCCC21 (configuration not stated)	i	0.42	i
O=C(O)c1ccc(/C=N/Nc2ncc(Cl)cc2Cl)cc1	i	-1.69	i
O=C(COc1nc2ccccc2nc1N1CCOCC1)Nc1ccc(S(=O)(=O)N2CCCC2)cc1	i	1.26	i
C/C(=N\NC(=O)c1cnccn1)c1ccc([N+](=O)[O-])cc1	i	-0.9	i
O=C(Cn1cnc2ccccc21)c1ccc(Cl)cc1	i	-2.58	i
COc1ccc(/C=N/NC(=O)C2C(=O)NCC2c2ccccc2)c(OC)c1 (configuration not stated)	i	-2.24	i
CCOC(=O)C1CCN(C(=S)Nc2cccc(C)c2)CC1	i	0.79	i
COCCCNC(=O)CNC(=O)c1nn(-c2ccc(OC)cc2OC)c(=O)c2ccccc12	i	0.75	i
CN(CC(=O)Nc1ccc(F)cc1)C(=O)COC(=O)Cc1c(F)cccc1Cl	i	1.07	i
COc1ccccc1CNC(=O)/C=C/C(=O)O	i	-0.69	i
CCOc1ccc(N(C)c2ccc(/C=C3/SC(=S)NC3=O)cc2)cc1	i	-2.26	i
O=C(CN(Cc1cccs1)C(=O)CSc1nnc(COc2ccccc2)o1)NC1CCCC1	i	1.56	i
CCN(CC)CCN1C(=O)C(O)=C(C(=O)c2cc3cccc(OC)c3o2)C1c1cccs1 (configuration not stated)	i	0.75	i
COc1ccc2c(c1)c1ncn(CCN3CCCC3)c(=O)c1n2C	i	-0.56	i

Record cards (already shown).
`CCOC(=O)C1CCN(C(=S)Nc2cccc(C)c2)CC1` as listed: CHT block = i; Kir21 inh = 0.79; KCNQ2 block = i
`Cc1cc(C)c(S(=O)(=O)N2CCCCC2CCNC(=O)C(=O)NCc2cccnc2)c(C)c1` (configuration not stated) as listed: CHT block = i; Kir21 inh = -0.21; KCNQ2 block = i
`CC(C)CC(=O)N=Nc1c(O)[nH]c2ccccc12` as listed: CHT block = i; Kir21 inh = -0.26; KCNQ2 block = i

Among those listed so far, these contain a nitro group on carbon.
SMILES	CHT block	Kir21 inh	KCNQ2 block
O=C(NNc1ccc([N+](=O)[O-])cc1)C1C2CCCCC21 (configuration not stated)	i	0.42	i
C/C(=N\NC(=O)c1cnccn1)c1ccc([N+](=O)[O-])cc1	i	-0.9	i

The listing continues:
SMILES	CHT block	Kir21 inh	KCNQ2 block
COc1ccccc1NC(=O)C(C/C=C(\C)Cl)C(C)=O (configuration not stated)	i	-0.04	i
CCCC(c1nnnn1CS(=O)(=O)c1ccc(C)cc1)N1CCC(C(N)=O)CC1 (configuration not stated)	i	0.59	i
CN1C(=O)c2cccc(NC(=O)C3CCCCC3)c2C1=O	i	0.06	i
CCO[C@@H]1OC(C(=O)NCc2nc3ccccc3[nH]2)=C[C@H](c2coc3ccccc3c2=O)[C@H]1CCCO	i	0.45	i
Cc1nnc(SCc2ccccc2CSc2nnc(C)s2)s1	i	1.5	i
COc1ccccc1C1/C(=C(/O)c2ccc(C)cc2)C(=O)C(=O)N1Cc1ccco1 (configuration not stated)	i	0.83	i
COc1ccc(CN2C(=O)C(C)N(C(=O)c3c(F)cccc3F)c3ccccc32)cc1 (configuration not stated)	i	0.67	i
Cc1cccc(NS(=O)(=O)c2cc(C(=O)N3CCc4ccccc4C3)ccc2Cl)c1C	i	-0.56	i
NC(=O)C1CCN(Cc2nc(-c3cccs3)no2)CC1	i	0.01	i
CC(=O)N/C(=C\c1ccccc1)C(=O)N1CCOCC1	i	0.87	i
CN(C)c1nccc(Nc2ccccc2)c1C#N	i	0.41	i
Cc1nc2ccc(NC(=O)c3ccc(Cl)c(NC(=O)c4cccs4)c3)cc2s1	i	-0.38	i
Cn1nnnc1SCC(=O)Nc1ccccc1N1CCOCC1	i	-0.27	i
CCNC(=O)COC(=O)c1cc(-c2ccco2)nc2ccccc12	i	0.41	i
Cc1ccc(C)c(CN2CCCN(C(=O)Cn3ncc4c3-c3ccccc3OC4)C2)c1	i	-0.57	i
COc1cc(O)c(C(CCN2CCCCC2)c2cc(OC)c(OC)c(OC)c2)c(OC)c1 (configuration not stated)	i	-0.1	i
O=c1cc(C23CC4CC(CC(C4)C2)C3)[nH][nH]1	i	-0.9	i
O=S(=O)(Nc1ccc(Cc2ccncc2)cc1)c1ccc(Cl)cc1	i	-0.41	i
CCC(NS(=O)(=O)c1ccc(C)cc1)C(=O)N1CCOCCOCCOCC1 (configuration not stated)	i	-0.81	i
Cc1cc(C)cc(OCC(=O)Nc2cnn(CCCC(=O)O)c2)c1	i	-0.63	i
COc1ccc(-c2[nH]c(-c3cc(OC)c4c(c3)OCO4)nc2-c2ccccc2)cc1	i	0.46	i
COC(=O)N1CCN(c2ccc(C)c(C)c2)CC1	i	1.18	i
COc1ccc(NC(=S)Nc2ccccc2SC)c(OC)c1	i	-0.01	i
O=C(CN1CCN(S(=O)(=O)N2CCCCC2)CC1)Nc1ccc(Cl)c(Cl)c1	i	-2.17	i
Cc1c(Cl)c([N+](=O)[O-])nn1CCCC(=O)N1CCN(c2ccccc2)CC1	i	-0.75	i
N#CC1(Cc2ccccc2Cl)c2ccccc2C=CN1C(=O)c1ccccc1 (configuration not stated)	i	0.29	i
Cc1ccccc1CN(C)C(=O)c1ccc2ccccc2n1	i	-0.67	i
CCCCOC(=O)c1ccc(Nc2ncnc3nc[nH]c23)cc1	i	-0.11	i
O=C1CCCN2N=C(SCC(=O)Nc3cccc(C(F)(F)F)c3)SC2=N1	i	-0.26	i
CC(C)=CCN1CCN(Cc2ccc(Sc3nncn3C)o2)CC1CCO (configuration not stated)	i	-0.36	i
CCc1ccc(CN2C(=O)CCC2(C)C(=O)NC2CCCC2)cc1 (configuration not stated)	i	0.52	i
Cc1cc(NC(=O)CC2(CC(=O)O)CCCC2)n(C)n1	i	1.68	i
CCN1CCc2c(sc(NC(=O)c3ccc(S(=O)(=O)N4CC(C)OC(C)C4)cc3)c2C(N)=O)C1 (configuration not stated)	i	-1.34	i
O=C(O)CCCC(=O)Nc1ccccc1Oc1ccccc1	i	-0.26	i
O=C(N/N=C\c1ccc(Cl)s1)c1cccs1	i	-0.55	i
COc1ccc(S(=O)(=O)CCC(=O)NCc2ccc(C)o2)cc1	i	-0.95	i
CCOC(=O)c1c(NC(=O)CSc2nnc(CNc3ccc(F)cc3)o2)sc(C(C)=O)c1C	i	-1.4	i
Cc1nc(C)n(CC(=O)N2CCCC(C(=O)c3ccc(Cl)cc3C)C2)n1 (configuration not stated)	i	0.57	i
Cc1cc2c3c([nH]c2cc1S(=O)(=O)N1CCC2(CC1)OCCO2)CCCC3=O	i	1.02	i
Cn1c2c(c(=O)n(C)c1=O)C(NS(=O)(=O)c1ccc(Cl)cc1)(C(F)(F)F)C(=O)N2 (configuration not stated)	i	1.48	i
Cc1ccc(C(C(=O)NC2CCCC2)N(Cc2ccc(F)cc2)C(=O)c2snc(C(N)=O)c2N)o1 (configuration not stated)	i	-0.35	i
CCOc1ccc(CCNC(=O)c2ccc(S(=O)(=O)N3CCCC3)cc2)cc1OCC	i	0.11	i
O=C(NCc1ccc(Cl)cc1)c1ccc2c(=O)n(CC3CCCO3)c(=S)[nH]c2c1 (configuration not stated)	i	-1.63	i
CCc1nc2ccc(C(=O)NCCCN3CCN(c4ccc(F)cc4)CC3)cc2nc1CC	i	-1.42	i
CCOC(=O)N1CCc2c(sc3ncn(Cc4ccc(F)cc4)c(=O)c23)C1	i	0.05	i
CCOC(=O)CC(C#N)c1cn(C)c2ccccc12 (configuration not stated)	i	-0.17	i
CCOC(=O)CN1C(=O)C2Cc3ccccc3CN2C1=S (configuration not stated)	i	-0.37	i
O=c1oc(-c2ccccc2Cl)nc2ccsc12	i	0.01	i
CC(=O)N1CCN(S(=O)(=O)c2cccc(C(=O)Nc3nc4ccccc4[nH]3)c2)CC1	i	-0.41	i
CCOC(=O)N1CCN(c2c(NCCN3CCN(Cc4ccccc4)CC3)c(=O)c2=O)CC1	i	1.95	i
Clc1ccc(C2[C@H]3CN(Cc4cccnc4)[C@H](c4ccccc4)C34CC2(c2cccnc2)C4)cn1 (some centres not stated)	i	-0.47	i
C=CCNC(=O)c1ccc(OC)cc1	i	1.3	i
Clc1ccc(-c2nnc3sc(-c4ccc(Br)o4)nn23)c(Cl)c1	i	-0.01	i
CC(C)Oc1ccc(N2CC(C(=O)Nc3ccccn3)CC2=O)cc1 (configuration not stated)	i	2.57	i
N#C/C(=C\C=C\c1ccccc1)c1nc(-c2ccc3c(c2)OCO3)cs1	i	-3.58	i
COc1ccccc1N(C)S(=O)(=O)c1ccc(C(=O)NCc2ccc3c(c2)OCO3)cc1	i	1.61	i
Cc1ccc(N2C3=C(C(=O)CC(C)(C)C3)C(c3cn(C)nc3C)C3=C2CC(C)(C)CC3=O)cc1	i	0.26	i
COc1ccc(OCC(=O)N/N=C(\CCC(=O)O)c2cccs2)cc1	i	0.03	i
COCCn1c(SCC(=O)c2[nH]c(C)c(C(C)=O)c2C)nc2ccccc2c1=O	i	-1.93	i
CCOC(=O)C1(Cc2ccccc2C)CCCN(C(=O)CCc2c(C)noc2C)C1 (configuration not stated)	i	-1.03	i

Continued.
SMILES	CHT block	Kir21 inh	KCNQ2 block
CCc1nc2c(sc3nc4c(cc32)COC(C)(C)C4)c(=O)n1Cc1ccco1	i	-1.18	i
CCN(CC)CCCN1CC(O)=C(c2nc3ccccc3s2)C1=N	i	-0.56	i
CCn1c(/C=C/c2ccc(O)c(O)c2)nc2ccccc2c1=O	i	-2.87	i
O=C(Cc1ccccc1)N1CCN=C1SCc1ccc([N+](=O)[O-])cc1	i	-0.44	i
Cc1ccc(C)c(N2CCN(C(=O)C34CC5CC(C3)CC(n3nnc(C)n3)(C5)C4)CC2)c1	i	-0.05	i
CC(=O)N(C)c1ccc(NC(=O)Nc2ccccc2C)cc1	i	0.25	i
N#Cc1c(NCCN)nc(-c2ccccc2)c2c1CCCC2	-6.28*	-6.04*	i
O=C(Nc1cc([N+](=O)[O-])ccc1Cl)C1CC1	i	-1.75	i
CCCC1(c2ccccc2)NC(=O)NC1=O (configuration not stated)	i	0.18	i
O=S(=O)(c1ccccc1F)N1CCC(Oc2ccc(-n3cnnn3)cc2)CC1	i	1.11	i
O=C(c1ccco1)N1CCN(C2CC(=O)N(c3ccccc3)C2=O)CC1 (configuration not stated)	i	1.39	i
FC(F)(F)COc1ccc(-c2nnc(SCc3c(Cl)cccc3Cl)o2)cn1	i	-0.03	i
O=C(CN(C(=O)c1csnn1)c1cccc2c1CCCC2)NC1CCCC1	i	0.91	i
CCN1CCN(c2cc(C)c3cc(NC(=O)c4cccs4)ccc3n2)CC1	i	0.74	i
COc1ccc(C(=O)CCN2CCc3cc(OC)c(OC)cc3C2)cc1	i	-0.06	-9.62*
CCN(c1ccccc1)S(=O)(=O)c1ccc(C(=O)OC(C)C(=O)NCCC2=CCCCC2)cc1 (configuration not stated)	i	-2.61	i
COC(=O)c1ccc(C2C(C(=O)OCC(C)C)=C(C)N=C3SCCC(=O)N32)cc1 (configuration not stated)	i	-0.54	i
COc1ccc(N(CC(=O)N/N=C/c2ccc(-c3ccc([N+](=O)[O-])cc3)o2)S(=O)(=O)c2ccc(C)cc2)cc1	i	0.36	i
Oc1ccc2ccccc2c1/C=N/c1nc2c(s1)CCCC2	i	-1.12	i
Clc1ccc(-c2noc(CCCc3ccccc3)n2)cc1	i	0.65	i
Cc1ccc(C)c(OCCn2nnc3ccccc32)c1	i	0.03	i
Cc1oc(C(C)(C)C)cc1C(=O)Nc1ccc(C(=O)O)cc1	i	1.48	i
O=C(/C=C/c1cc([N+](=O)[O-])ccc1OC(F)F)Nc1ccc(OC(F)F)cc1	i	-0.06	i
COCCNC(=O)CSc1c2c(nc3ccc(Cl)cc13)CCCC2	i	-3.55	i
Cc1cc(C)nc(N2CCC(C(=O)NCc3ccccc3)CC2)n1	i	1.42	i
COc1ccc(/C=C/C(=O)N2CCN(c3ccccn3)CC2)cc1OC	i	0.27	i
Cc1cccc(N2CCN(C(=O)CC(NC(=O)c3ccccc3Cl)c3ccccc3)CC2)c1C (configuration not stated)	i	1.77	i
